Assay outcomes as filed in PubChem.
NPYLR7 ag: activates Aedes aegypti NPYLR7 receptor; HEK293T NPYLR7/Galpha15, GCaMP6s calcium fluorescence; activation, % at 10 µM; hit rate 0.15% among 270,000; AID 1259423; in the data active = activation above about 40%;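 also: 0% = vehicle and 100% = reference agonist at the receptor; some compounds past the cut are filed as inactive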
mcGAS inh: mouse cGAS inhibition by luminescence | Q8C6L5 | recombinant cGAS, Kinase-Glo ATP depletion luminescence | inhibition, % at 12.5 µM | hit rate 0.15% among 160,000;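 also: 0% = negative control wells and 100% = reference inhibitor with no enzyme activity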
hcGAS inh: inhibitors of human cGAS; Q8N884; recombinant h-cGAS, ATP depletion, Kinase-Glo luminescence; inhibition, % at 12.5 µM; hit rate 0.081% among 290,000; AID 1259398;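 also: 0% = vehicle reaction and 100% = reaction without DNA for no activity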
Target sequence (Q8N884 whole entry, looked up): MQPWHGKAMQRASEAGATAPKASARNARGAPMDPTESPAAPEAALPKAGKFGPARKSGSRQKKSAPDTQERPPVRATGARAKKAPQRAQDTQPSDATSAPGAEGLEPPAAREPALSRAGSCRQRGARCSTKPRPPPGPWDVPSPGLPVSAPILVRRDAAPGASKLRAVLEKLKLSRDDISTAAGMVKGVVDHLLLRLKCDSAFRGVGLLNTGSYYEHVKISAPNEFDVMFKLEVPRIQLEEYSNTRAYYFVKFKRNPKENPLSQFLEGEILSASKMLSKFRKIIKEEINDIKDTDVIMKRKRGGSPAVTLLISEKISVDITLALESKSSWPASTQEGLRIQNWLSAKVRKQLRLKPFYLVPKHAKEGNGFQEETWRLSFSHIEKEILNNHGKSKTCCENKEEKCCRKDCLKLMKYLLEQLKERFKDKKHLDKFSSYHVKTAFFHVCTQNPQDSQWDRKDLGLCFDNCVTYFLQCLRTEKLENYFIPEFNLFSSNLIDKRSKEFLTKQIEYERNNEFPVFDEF
An asterisk follows results filed as active; . = not tested or not shown; & = joins results of further samples. Rule as the data show it, unless noted: active = inhibition above about 40%; inactive = the rest.

1) COCCN(CCC(=O)NCc1ccco1)c1nc(-c2ccco2)nc2cc(Cl)ccc12
2) COc1cccc(Oc2ncc(C(N)=O)cc2Cl)c1
3) COc1ccc(-c2nn3c(nc2=O)-c2ccccc2NC3C(C)C)cc1 (stereo not given)
4) CC(=O)c1ccc(CN2CCC3(CC2)N=C(c2ccccn2)NC3=O)cc1
5) Cc1cccc(NC(=O)CCC2CCN(S(=O)(=O)Cc3ccccc3)CC2)c1
6) COc1cc(/C=C/C(=O)N2CCCCCCC2)cc(OC)c1OC
7) COc1ccc2[nH]c3c(c2c1)CCN(C(=O)c1ccc(OC(F)(F)F)cc1)C3c1ccccc1OC (stereo not given)
8) Cn1ccnc1-c1ccc(N2CCc3nnc(C4CCCO4)n3CC2)nn1 (stereo not given)
assay / compound | 1 | 2 | 3 | 4 | 5 | 6 | 7 | 8
NPYLR7 ag | 2 | 9&7 | 13 | -5 | . | -34 | 22 | -3
mcGAS inh | -5 | . | . | . | -12 | . | -6 | -9
hcGAS inh | -8 | -6&-8 | -4 | -5 | -8 | -3 | -3 | -5

Reprinted from the part before: 3 compounds, followed by the next part.
6) COc1cc(/C=C/C(=O)N2CCCCCCC2)cc(OC)c1OC
7) COc1ccc2[nH]c3c(c2c1)CCN(C(=O)c1ccc(OC(F)(F)F)cc1)C3c1ccccc1OC (stereo not given)
8) Cn1ccnc1-c1ccc(N2CCc3nnc(C4CCCO4)n3CC2)nn1 (stereo not given)
9) CCN(CC)CCn1c2c(c(SCC(=O)N3CCc4ccccc43)nc1=O)CCCC2
10) O=C(c1ccccc1C1CCNC1)N1CCc2ncccc2C1 (stereo not given)
11) CCn1c(C2CC2)nn(CN2CCN(S(=O)(=O)c3ccc4c(c3)OCCO4)CC2)c1=S
12) Cc1cccc(N2CCN(C(=O)c3cc(COc4ccc(F)c(F)c4)on3)CC2)n1
13) O=C(c1cc(C(F)(F)F)ccc1F)N1CCN(c2nccc(-c3cccc(C(F)(F)F)c3)n2)CC1
14) CCOC(=O)C1C(C)=NC2=C(C(=O)CC(C)(C)C2)C1c1ccsc1 (stereo not given)
15) CC1(NC(=O)COC(=O)c2ccccc2NCCc2ccc(Cl)cc2)CCS(=O)(=O)C1 (stereo not given)
16) COc1cc(-c2cnnc(N3CCCC3c3ccccn3)n2)cc(OC)c1OC (stereo not given)
assay / compound | 6 | 7 | 8 | 9 | 10 | 11 | 12 | 13 | 14 | 15 | 16
NPYLR7 ag | -34 | 22 | -3 | -2 | -5 | -16 | 3 | 13 | 9 | 4 | 3
mcGAS inh | . | -6 | -9 | -7 | . | . | . | -8 | . | . | .
hcGAS inh | -3 | -3 | -5 | -10 | -8 | 5 | -7 | -6 | -1 | -17 | -7

17) O=c1[nH]c(CSc2nnnn2C2CCCC2)nc2scc(-c3ccco3)c12
18) CC(Nc1cccc(Br)c1)N1C(=O)CCC1=O (stereo not given)
19) COc1cc2[nH]cc(S(=O)(=O)c3ccc(F)cc3)c(=O)c2cc1OC
20) O=C1CCC(CCC(=O)N2CCN(Cc3ccc4c(c3)OCO4)CC2)(Cc2ccc(Cl)cc2)N1 (stereo not given)
21) COc1cccc(C(=O)N2CCN(c3ccc(-n4cccn4)nn3)CC2)c1OC
22) CC(C)c1ccc(NC2CCCN(C(=O)c3cnc(C4CC4)[nH]c3=O)C2)cc1 (stereo not given)
23) COC(C)(C(=O)Nc1ccc(F)c(C(N)=O)c1)c1ccccc1 (stereo not given)
24) CCN(Cc1ccc(C#N)cc1F)C(=O)c1cccc(C)c1
assay / compound | 17 | 18 | 19 | 20 | 21 | 22 | 23 | 24
NPYLR7 ag | 4 | -2 | 5 | 11 | 7 | . | 18 | 6
mcGAS inh | . | . | -2 | -10 | . | -12 | . | .
hcGAS inh | -2 | 0 | -3 | -7 | -1 | -8 | -8 | -4

25) O=C(CSc1nnnn1-c1ccccc1)Nc1ccccc1
26) CCn1c(SCC(=O)c2cc(C)n(C3CC3)c2C)nnc1-c1ccco1
27) S=C(NCC1CCCO1)NN=Cc1ccc(N2CCOCC2)s1 (stereo not given)
28) CCc1ccc(NC(=O)C2(N(C)C)Cc3ccccc3C2)cc1
29) CCc1nc(-c2c(-c3ccccc3)ncn2[C@@H](C)c2ncccc2C)c(C)[nH]1
30) O=C(CC1C(=O)NCCN1Cc1ccoc1)NCC1(c2ccccc2)CCCC1 (stereo not given)
31) N[C@@H](Cc1cc(CP(=O)(O)O)cc(-c2ccccc2Cl)c1)C(=O)O
32) CC(=O)Nc1ccc(Cl)c(C(=O)NC(C)CCN2CCOCC2)c1 (stereo not given)
assay / compound | 25 | 26 | 27 | 28 | 29 | 30 | 31 | 32
NPYLR7 ag | 0 | 8 | 0 | 7 | 3 | 5 | -15 | 0
mcGAS inh | -5 | . | . | . | 5 | -7 | . | .
hcGAS inh | -2 | -5 | -13 | -2 | 0 | 1 | -3 | -1

Results in NPYLR7 ag and mcGAS inh, for 3 of the compounds above:
| # | Molecule | NPYLR7 ag | mcGAS inh |
| --- | --- | --- | --- |
| 30 | O=C(CC1C(=O)NCCN1Cc1ccoc1)NCC1(c2ccccc2)CCCC1 (stereo not given) | 5 | -7 |
| 31 | N[C@@H](Cc1cc(CP(=O)(O)O)cc(-c2ccccc2Cl)c1)C(=O)O | -15 | . |
| 32 | CC(=O)Nc1ccc(Cl)c(C(=O)NC(C)CCN2CCOCC2)c1 (stereo not given) | 0 | . |

Continuation:
33) Nc1c(Br)cc(Br)cc1CNC1CCC(O)CC1 (stereo not given)
34) COc1ccccc1CCNC(=O)C(C1CCCC1)N1CCN(C(=O)c2cccs2)CC1 (stereo not given)
35) COC(=O)c1ccccc1NC(=O)Cn1ncn2nc(-c3ccccc3)cc2c1=O
36) C=CCOc1ccccc1CN1C(=O)C2(SC(NC(C)=O)=NN2C(C)=O)c2ccccc21 (stereo not given)
37) O=C1NC(=O)C2(CCCC2CNC(=O)C2(c3ccccc3)CCC2)N1 (stereo not given)
38) Cc1cnc(C)c(Nc2nc(C(N)Cc3ccc(C(F)(F)F)cc3)cs2)n1 (stereo not given)
39) CC(C(=O)O)n1c(O)c(C=C2C=Nc3ccccc32)sc1=S (stereo not given)
40) CCCCCn1cc(C2CCN(C(=O)COc3ccccc3)CC2)c2ccccc21
assay / compound | 33 | 34 | 35 | 36 | 37 | 38 | 39 | 40
NPYLR7 ag | -8&-2&-2 | -7 | -10 | -2 | 0 | -8 | 75* | 1
mcGAS inh | . | -6 | -8 | 3 | . | -2 | -5 | -7
hcGAS inh | -2&-9&-2 | -4 | -7 | 4 | -5 | -1 | 1 | -3

41) CC(C)OCCC(NN)c1ccccc1 (stereo not given)
42) Cc1cnc(=O)[nH]c1SCc1ccc(Cl)c(Cl)c1
43) CCOC(=O)c1sc(N2C(=O)C(O)=C(C(=O)c3ccco3)C2c2ccc(C(C)(C)C)cc2)nc1C (stereo not given)
44) COc1ccc(NC(=O)CCC2CCCN(Cc3c(C)nn(C)c3Cl)C2)cc1Cl (stereo not given)
45) COc1cc(C#CC#CCN2CCOCC2)ccc1O
46) CCN1CCN(C(=O)c2cn(CC3CCCO3)cc3c(=O)n(-c4ccccc4)nc2-3)CC1 (stereo not given)
47) O=C(NC1CCCCC1)c1cc(-c2ccccc2F)nn1-c1ccc(Cl)cc1
48) O=C(Nc1cccc(F)c1)Nc1ccnn1C1CCN(C(=O)c2cc3ccccc3o2)CC1
assay / compound | 41 | 42 | 43 | 44 | 45 | 46 | 47 | 48
NPYLR7 ag | 8 | 0 | -7 | -12 | -15 | -1 | -2 | 13
mcGAS inh | . | -5 | -7 | -2 | . | -2 | -6 | -13
hcGAS inh | 1 | -2 | -8 | 5 | -1 | -3 | -7 | -13

49) CC(C)(C)NC(=O)N1CCN(c2nc(Cc3ccccc3)nc3c2cnn3-c2cccc(Cl)c2)CC1
50) CN1CCCN(c2nnc(C(=O)N3CCSCC3)c3ccccc23)CC1
51) CC(NC(=O)CCS(=O)(=O)C1CCCC1)c1ncc(-c2ccccc2)[nH]1 (stereo not given)
52) CC1CCc2sc3ncnc(N4CCN(S(=O)(=O)c5ccc(Cl)c(Cl)c5)CC4)c3c2C1 (stereo not given)
53) CCN(Cc1nc(COC)no1)C(=O)Cc1c[nH]c2ccccc12
54) CC1Cc2cc(-c3cc(CC(=O)NCCc4ccc(S(N)(=O)=O)cc4)no3)ccc2O1 (stereo not given)
55) c1cc2c(cc1-c1ccc(SCCN3CCCCC3)nn1)OCO2
56) O=C(c1ccc(-c2ccccc2)c(F)c1)C1CCCN(C(=O)CCc2cnccn2)C1 (stereo not given)
assay / compound | 49 | 50 | 51 | 52 | 53 | 54 | 55 | 56
NPYLR7 ag | -18 | . | -6 | 9 | 22 | 7 | 8 | -2
mcGAS inh | -1 | 5 | . | . | -13 | -8 | . | -8
hcGAS inh | 1 | 7 | -15 | -8 | -7 | -3 | -9 | -5

57) COc1cccc(CC(NC(C)=O)C(=O)N2CCN(C)CC2C)c1 (stereo not given)
58) Cc1ccc(F)c(S(=O)(=O)NC(=O)C2(C)CCN2C(=O)Cc2ccc(-c3ccccc3)cc2)c1 (stereo not given)
59) CSc1ncc(CNCc2cccc(C)c2C)c(N(C)C2CCCCC2)n1
60) O=C(O)CCCN1CCN([C@H](c2ccccc2)c2ccc(Cl)cc2)CC1
61) CC1CCN(S(=O)(=O)N2CCCC(C(=O)NC(C)C)C2)CC1 (stereo not given)
62) O=C(CCl)N1CCN(S(=O)(=O)c2ccc(F)c(F)c2)CC1
63) N#Cc1ccccc1CN1CCOc2ccc(F)cc21
64) O=C(CN1CN(c2ccccc2)C2(CCN(C(=O)c3cccc(Br)c3)CC2)C1=O)NCc1ccc2c(c1)OCO2
assay / compound | 57 | 58 | 59 | 60 | 61 | 62 | 63 | 64
NPYLR7 ag | 9 | 0 | 23 | 4 | 20 | 5 | 8 | -6
mcGAS inh | . | . | -4 | . | . | 7 | -15 | -1
hcGAS inh | -7 | -7 | -5 | 3 | -10 | -2 | -8 | 3

65) Cc1cnc(CNC(=O)CC2CCc3ccccc32)cn1 (stereo not given)
66) O=C(Nc1cccc(Cl)c1F)c1ccc(Br)o1
67) CC(C)CCn1c(CN2CCCC(O)(CO)CC2)nc2ccccc21 (stereo not given)
68) CCCCN(CC(=O)Nc1cc(-c2ccccc2)nn1-c1ccc(OC)cc1)S(=O)(=O)c1ccc(Br)cc1
69) Cc1cccc2[nH]c(C3CCN(C(=O)c4cnn5c4CCCC5)CC3)nc12
70) CCOC(=O)CCNC(=O)NCc1nnnn1-c1ccc(C)cc1
71) CC(C)CC(CCC(=O)NC(C)C)C(=O)NC(C)C (stereo not given)
72) C=CCn1c(SCc2cccc(C#N)c2)nnc1-c1ccccc1OC
assay / compound | 65 | 66 | 67 | 68 | 69 | 70 | 71 | 72
NPYLR7 ag | 5 | 8 | 2 | 9 | 0 | -5 | -6 | 3
mcGAS inh | . | -7 | -1 | -4 | . | -6 | . | 1
hcGAS inh | -5 | -7 | -1 | -4 | 1 | -6 | -4 | 3

73) C=CCN(CC(=O)N1CCc2sccc2C1COc1ccc(C)cc1C)C(=O)c1ccco1 (stereo not given)
74) CCOC(=O)c1c(NC(=O)c2cccs2)sc(C(=O)Nc2cccc(OC)c2)c1C
75) COc1cc(OC)cc(N2CCC(N(C)CC(F)F)C2)c1 (stereo not given)
76) CCn1c(SCC(=O)N/N=C\c2cc(Br)ccc2O)nc2ccccc21
77) Cc1ccc(C(=O)N2CCN(c3nc(C(C)C)nc4sc(C)c(C)c34)CC2)cc1[N+](=O)[O-]
78) CCC(CC)O[C@@H]1C=C(C(=O)OC)C[C@H](N)[C@H]1NC(C)=O
79) COc1ccc(C(=O)O)cc1Oc1nc(Cc2ccccc2)ns1
80) Cc1nc(SC(C)C(=O)N2CCCC2)c(C#N)cc1C(=O)Nc1ccccc1 (stereo not given)
assay / compound | 73 | 74 | 75 | 76 | 77 | 78 | 79 | 80
NPYLR7 ag | -2 | 9 | 0 | 1 | 14 | -5 | 14 | 3
mcGAS inh | -3 | -4 | . | -9 | -4 | . | . | -6
hcGAS inh | -1 | -6 | -2 | -7 | -7 | -3 | -4 | -6

81) CCCCCCCCCCc1nnc(NC(=O)CCl)s1
82) C=C(C)Cn1c(=O)c2c(nc3n(-c4ccc(C)cc4)c(C)c(C)n23)n(C)c1=O
83) Cc1cccnc1C(=O)N(CC#Cc1ccccc1)CC(C)C
84) COc1ccc(-c2ccc(S(=O)(=O)NCCc3ccccc3)cc2)cc1
85) Cc1c(C)n(-c2ccc(Cl)cc2)c2ncnc(N)c12
86) CCCn1c(=O)c2c(nc3n(-c4cc(C)ccc4C)c(C)cn23)n(C)c1=O
87) CN(Cc1ccc(-n2ccnc2)cc1)Cc1ncc[nH]1
88) CCOc1cccnc1C(=O)Nc1ccc2c(c1)n(C)c(=O)n2C
assay / compound | 81 | 82 | 83 | 84 | 85 | 86 | 87 | 88
NPYLR7 ag | -6 | -2 | -8 | 0 | -7 | -1 | -1 | -3
mcGAS inh | -3 | -6 | -12 | -3 | . | -5 | -16 | .
hcGAS inh | -1 | -2 | -7 | -3 | 3 | -2 | -4 | 3

89) Cc1cc(=O)[nH]c(NCCNCC(=O)Nc2ccc(Cl)c(C)c2)n1
90) Cc1cn2c(C(=O)N(C)CC3CCCN(CCc4ccccc4F)C3)csc2n1 (stereo not given)
91) COc1ccc(CNC(=O)Cn2nc3c(N4CCN(c5ccccc5C)CC4)nccn3c2=O)cc1
92) O=C1CC(NCc2ccccc2Cn2cccn2)CN1Cc1ccc(F)cc1 (stereo not given)
assay / compound | 89 | 90 | 91 | 92
NPYLR7 ag | 3 | -3 | -5 | 4
mcGAS inh | . | . | -4 | .
hcGAS inh | -2 | -6 | -5 | -6
